HTT aggregate – mutant huntingtin aggregation inhibition; PC12 HttQ103-GFP aggregates, Acumen cytometry, 40 h; Potency, µM (doses to about 46.1 µM), inactives show at the top dose activity change, negative = inhibition, hits mostly inhibitors; actives 1.1% (n = 220,000); also: % is scaled to controls: 0 for no effect and ±100 for the full control effect; nearly all actives have a fitted effect of over 60% in size
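Compounds (qHTS titration) were added to PC12 cells expressing an ecdysone-driven HTT exon 1 Q103–GFP fusion after induction with 100 nM tebufenozide. Aggregate formation was measured as GFP objects in cell lysates.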
GAA inhib – inhibitors of human lysosomal alpha-glucosidase. P10253. purified human GAA, 4-MU-alpha-glucoside fluorescence. Potency, µM (titrated, usually from 76.9 µM), without a hit: top-dose activity change, negative = inhibition, usual class: inhibitors. actives 0.005% (n = 200,000). AID 1466;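 also: plate controls were uninhibited enzyme wells for no effect and no-enzyme background for full effect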
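Read-out is 4-methylumbelliferone fluorescence (Ex 365/Em 440 nm) after NaOH/glycine stop at pH 10. Enzyme 4 nM, substrate 400 uM, pH 5.0 citrate buffer, 20 min room temperature; AC50 from Hill-equation concentration-response.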
HTT ATP protect – Huntington cell model cytoprotection by ATP luminescence | PC12 HTT-Q103 induced, cytoprotection, ATP luminescence, 40 h | AID 1471 | Potency, µM (titrated, usually from 56.4 µM), for inactives: cytoprotection (ATP increase), actives largely listed as activators | actives 0.14% (n = 230,000);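 also: % of control where 0% means no effect; nearly all actives have a fitted effect of over 45% in size; toxic huntingtin expression switched on by the ecdysone agonist tebufenozide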
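Quantitative HTS on tebufenozide-induced (100 nM) PC12 cells expressing HTTQ103 exon 1–GFP; compounds tested as a concentration series; survival measured via cellular ATP.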
RGS12 GoLoco inh – inhibitors of human Gai1-RGS12 GoLoco interaction (red fluorophore) | P63096 | Gai1:RGS12 GoLoco peptide FP, rhodamine, 10 min | Potency, µM (series often up to 61.6 µM), for the others: top-dose activity, negative = inhibition, hits mostly inhibitors | actives 0.44% (n = 230,000) | AID 880; active = well fitted inhibition curve with a large enough effect, not every such curve was filed as active; inactive = no such curve, though single readings can be large or run the other way; also: % is scaled to controls: 0 for no effect and ±100 for the full control effect; nearly all actives have a fitted effect of over 30% in size; many of its hits are not listed in these tables
Target sequence (P63096 whole entry, looked up): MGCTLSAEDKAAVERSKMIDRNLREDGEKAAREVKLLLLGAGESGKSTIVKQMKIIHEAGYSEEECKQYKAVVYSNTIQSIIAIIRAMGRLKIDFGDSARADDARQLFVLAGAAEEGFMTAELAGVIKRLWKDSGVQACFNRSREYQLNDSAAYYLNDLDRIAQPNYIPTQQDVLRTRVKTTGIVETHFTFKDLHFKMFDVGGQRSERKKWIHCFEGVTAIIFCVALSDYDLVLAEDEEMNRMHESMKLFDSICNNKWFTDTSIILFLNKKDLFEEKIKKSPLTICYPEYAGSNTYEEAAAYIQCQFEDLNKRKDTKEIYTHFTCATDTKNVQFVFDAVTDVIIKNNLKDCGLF
GAA spleen mod – lysosomal alpha-glucosidase (human) modulation. P10253. human spleen homogenate, 4-MU-alpha-glucoside fluorescence. Potency, µM (series often up to 79.9 µM), for the others: at the highest dose activity change, negative = inhibition, hits mostly inhibitors. actives 0.006% (n = 240,000). AID 2112;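 also: 0% = enzyme with vehicle and -100% = no enzyme basal signal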
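Enzyme source: human spleen homogenate, 1 ug/well. Buffer 50 mM citric acid/K phosphate pH 5.0, 0.01% Tween-20. 4-MU-alpha-glucoside 1 mM; 37 C x 40 min; NaOH/glycine stop; fluorescence.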
GAA glycogen mod – alters human alpha-glucosidase cleavage of glycogen; P10253; AID 2100; Potency, µM (doses to about 76.4 µM), inactives show at the top dose activity change, negative = inhibition, actives largely listed as inhibitors; actives 0.38% (n = 300,000); recombinant GAA, glycogen substrate, Amplex Red glucose oxidase fluorescence;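 also: 0% = full enzyme reaction and -100% = no-enzyme basal signal; the screen sought inhibitors and activators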
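Recombinant human enzyme (4 nM); glycogen substrate; 37 C, 40 min, pH 5.0. Readout: coupled glucose oxidase/Amplex Red fluorescence.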
IMPase Li cell – cell-permeable IMPase inhibitors with lithium potentiation | actives 0.35% (n = 210,000) | CHO-M1 cells, IP1 TR-FRET (IP-One), carbachol + lithium | Potency, µM (highest dose often 59.4 µM), without a hit: top-dose activity, negative = IMPase inhibition, actives largely listed as inhibitors;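 also: IP1 builds up when IMPase is blocked and the TR-FRET signal falls; plate controls were basal vehicle for no effect and high inhibitor control for full effect; nearly all actives have a fitted effect of over 50% in size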
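Steps: plate 2000 CHO-M1 cells per well and culture 16–30 h; add compound and lithium; incubate 30 min, 37C; add d2-IP1 tracer and Eu cryptate anti-IP1 antibody in lysis buffer; read after 10 min at room temperature.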
* = called active by the depositor; ? = inconclusive; · = no result given; & = joins results of further samples; [ ] = remark or other dose. Unless noted, calls follow the shape of the dose curve; as a rule, active = well fitted curve in the direction sought with a large enough effect; inconclusive = small, poorly fitted or top-dose-only effect, or another doubt; inactive = no such curve, though single readings can be large; an effect the other way counts as inactive or inconclusive. Potency is read from the fitted curve at half-maximal effect. An excerpt (hit frequency here may not be typical).

Value order – HTT aggregate	GAA inhib	HTT ATP protect	RGS12 GoLoco inh	GAA spleen mod	GAA glycogen mod	IMPase Li cell
Cc1ccc(-c2n[nH]c(=S)n2/N=C/c2ccc(C)s2)cc1
→ 0%	0%	-7%	1%	4%	-5%	-22%[38.3 µM]
CC(C)CSC[C@@H]1O[C@H](n2cnc3c(N)nccc32)[C@H](O)[C@@H]1O
→ ·	·	0%[10 µM]	4%[14.2 µM]	·	·	22%
Cc1ccc(OCCC(=O)OCC(=O)C(C)(C)C)cc1
→ 7%	-6%	-10%[1.9 µM]	1%	0%	-4%	10%[38.3 µM]
COCCCn1c(C)csc1=Nc1cccnc1
→ -3%	5%	?	16%	-16%	7%	1%
COc1ccccc1N1CCN(C[C@@H]2CN3C(=O)N(C)c4ccccc4C3=N2)CC1
→ ·	·	-6%	-3%	-2%	·	12%
CCOC(=O)C1=NN(C(C)=O)C2(CC(=O)N(c3cc(C)cc(C)c3)C2=O)C1 (stereo not drawn)
→ 15%	2%	·	-2%	2%	-1%	-8%
Cc1ccc2c(CC(=O)O)coc2c1
→ -11%	5%	2%	9%	-6%	4%	14%[38.3 µM]
O=C1Nc2ccc3sc4ccccc4c3c2C1=O
→ -23%[9.22 µM]	-14%[15.4 µM]	-43%[10 µM]	18%	-3%	0%	·
Cc1noc(C)c1C(=O)NCCCc1ccccc1
→ -7%	3%	8%	3%	-22%	0%	8%[38.3 µM]
Nc1c(Cl)ncnc1N/N=C/c1ccccn1
→ ?	1%	36%[0.074 µM]	-6%	-5%	5%	11%
O=C1CN(CC(=O)Nc2cccc(Cl)c2Cl)c2ccccc2N1
→ ?	0%	0%[10 µM]	3%	6%	-7%	11%
CC(C)NC(=O)C(=O)N/N=C/c1ccco1
→ 2%	8%	-3%[10 µM]	8%	-2%	3%	6%
O=C(c1cc(F)ccc1F)C1CCCN(C(=O)c2ccc(F)cc2Cl)C1 (stereo not drawn)
→ 11%[9.22 µM]	-10%	-9%[10 µM]	12%	5%	7%	14%
CCNC(=O)N(C)c1nncnc1C(=O)NC
→ 12%	-7%	1%	3%	-7%	11%	-1%[38.3 µM]
O=C(CSc1nc2ncccc2[nH]1)NCCc1ccccc1
→ 0%[9.22 µM]	·	16%[10 µM]	1%	-8%	14%	-4%

As entered above:
Cc1ccc2c(CC(=O)O)coc2c1 | IMPase Li cell: 14%[38.3 µM]
CCOC(=O)C1=NN(C(C)=O)C2(CC(=O)N(c3cc(C)cc(C)c3)C2=O)C1 (stereo not drawn) | GAA inhib: 2%

Whole records, looked up by structure. Screens in order: HTT aggregate, GAA inhib, HTT ATP protect, RGS12 GoLoco inh, GAA spleen mod, GAA glycogen mod, IMPase Li cell
COCCCn1c(C)csc1=Nc1cccnc1 is listed with -3%, 5%, ?, 16%, -16%, 7%, 1%
CC(C)CSC[C@@H]1O[C@H](n2cnc3c(N)nccc32)[C@H](O)[C@@H]1O is listed with ·, ·, 0%[10 µM], 4%[14.2 µM], ·, ·, 22%
Cc1ccc(-c2n[nH]c(=S)n2/N=C/c2ccc(C)s2)cc1 is listed with 0%, 0%, -7%, 1%, 4%, -5%, -22%[38.3 µM]

Further compounds.
Value order – HTT aggregate	GAA inhib	HTT ATP protect	RGS12 GoLoco inh	GAA spleen mod	GAA glycogen mod	IMPase Li cell
CCOc1cc(/C=N\NC(=O)c2ccc(C)nc2)cc([N+](=O)[O-])c1O
→ -23%	-7%	?	-5%	-3%	-1%	62%[activator][38.3 µM]
COc1ccccc1-c1ccc(SCc2ccc([N+](=O)[O-])cc2)nn1
→ 1%	-4%	4%	8%	·	-5%	11%
O=C(O)c1cc2nccc(-c3ccco3)n2n1
→ -4%[9.22 µM]	·	15%[10 µM]	4%	0%	8%	·
Cc1ccn2cc(C(=O)NC3CCN(Cc4ccccc4)CC3)nc2c1
→ 3%	0%	-1%	3%	1%	4%	-1%[38.3 µM]
CCN1C(=O)/C(=C\C=C\c2ccccc2[N+](=O)[O-])SC1=S
→ 33%	-2%	?	2%	3%	-1%	6%
COc1ccc(CCNc2c(C)c(C)nc3ncnn23)cc1
→ ?	7%	-54%[inhibitor][10 µM]	8%	-1%	9%	11%[38.3 µM]
Cn1cncc1C(=O)c1ccccc1
→ -11%[9.22 µM]	·	-3%[10 µM]	3%	2%	3%	·
OC[C@H]1O[C@@H]2O[C@H]3[C@H](O)[C@@H](O)[C@@H](O[C@H]4[C@H](O)[C@@H](O)[C@@H](O[C@H]5[C@H](O)[C@@H](O)[C@@H](O[C@H]6[C@H](O)[C@@H](O)[C@@H](O[C@H]7[C@H](O)[C@@H](O)[C@@H](O[C@H]1[C@H](O)[C@H]2O)O[C@@H]7CO)O[C@@H]6CO)O[C@@H]5CO)O[C@@H]4CO)O[C@@H]3CO
→ -5%	·	-22%&-10%	-3%&-4%	3%	-2%[76.3 µM]	-4%
O=C(NC1CCCCC1)N1CCC(c2nc(-c3ccc(S(=O)(=O)N4CCCC4)cc3)no2)CC1
→ 9%[9.22 µM]	-3%	-16%[10 µM]	10%	-8%	2%	12%[38.3 µM]
COc1ccc(C(=O)NNS(=O)(=O)c2ccc(C)cc2)cc1
→ -12%	-1%	8%[10 µM]	14%	-3%	-17%	-1%
COC(=O)c1cc(Cl)nc2ccccc12
→ 8%	-5%	-31%	8%	-1%	6%	1%
C[C@@H](C1[C@@H](O)CC2C3C=CC4C[C@@H](O)CC[C@]4(C)[C@H]3CC[C@@]21C)[C@@H]1CCCCN1 (stereo partly drawn)
→ ·	·	1%	0%	11%	·	16%
COc1ccc(-c2noc(CCCC(=O)Nc3cccnc3)n2)cc1OC
→ 6%[9.22 µM]	·	9%[10 µM]	6%	-4%	-2%	·
COc1ccc(C2NC(=O)NC(C)=C2C(=O)Nc2cc(C)ccc2C)cc1OC (stereo not drawn)
→ 13%	-2%	-9%	3%	0%	6%	3%[38.3 µM]
CC1(C)Cc2c(sc(N)c2C#N)C(C)(C)N1
→ 1%[9.22 µM]	-7%	19%[10 µM]	6%	6%	-23%	4%
CC(C)CCNC(=O)C(c1ccc(O)cc1)N(Cc1cccs1)C(=O)C1COc2ccccc2O1 (stereo not drawn)
→ ?	2%	-14%[10 µM]	6%	-11%	-9%	10%
COc1ccc(C(=O)N2CC3(C)C4CCC3(C)C2(C#N)C4)cc1OC (stereo not drawn)
→ 6%	-1%	·	-13%	-3%	-4%	2%
COC(=O)CCc1sc(Nc2ccc(Br)cc2)nc1-c1ccc(OC)cc1
→ -3%	3%	-1%[10 µM]	1%	-9%	?	6%
Cc1ccc(NC(=S)NCCN(C2CCCCC2)C2CCCC2)cc1C
→ -20%	-6%	-39%[inhibitor]	8%	-6%	6%	13%
Cc1ccc2c(c1)NCCO2
→ -8%	-8%	0%	4%	1%	?	11%[38.3 µM]
Cc1ccc(-n2nc3c(c2NC(=O)c2ccccc2Br)CS(=O)C3)cc1 (stereo not drawn)
→ -4%	-1%	-27%	4%	-2%	-3%	4%[38.3 µM]
CCOC(=O)C1(CCc2ccccc2)CCN(Cc2ccccn2)CC1
→ -5%	5%	-47%[inhibitor]	5%	-4%	-10%	11%
CN(C(=O)Nc1ccccc1)C1CCCCC1
→ 15%[9.22 µM]	·	10%[10 µM]	-10%	1%	5%	·
Cc1cc(C)cc(C(=O)Oc2coc(CSc3nnc(NC(=O)C4CC4)s3)cc2=O)c1
→ 7%	-4%	-7%[10 µM]	12%	-4%	2%	-12%
CC(C)CCNC(=O)NC(=O)CSc1ncccn1
→ -10%	14%	-23%	12%	-6%	6%	-1%
COc1ccc(C2CC(c3cccs3)=NN2C(=O)c2ccc(Br)o2)cc1 (stereo not drawn)
→ -6%	4%	0%[0.074 µM]	5%	-4%	-2%	0%
CCCCOc1c(Cl)cc(CNC(C)(C)CO)cc1OCC
→ -7%	-9%	-8%	5%	-11%	-1%	15%[38.3 µM]
COc1cccc(NC(=O)Cc2c(O)c3ccccc3[nH]c2=O)c1
→ -1%	4%	-6%	13%	5%	-16%	-6%[38.3 µM]
CCOc1cccc2cc(C(N)=O)c(=N)oc12
→ -2%[9.22 µM]	·	39%[10 µM]	-3%	-2%	1%	·
CCOC(=O)N1CCC(NC(=O)C2CCCN(C(=O)c3cc4sccc4n3C)C2)CC1 (stereo not drawn)
→ -25%	3%	-15%	-2%	-6%	7%	-2%[38.3 µM]
O=C(/C=C/c1ccc(F)cc1)NC(=S)NNC(=O)c1cccnc1
→ -12%	-3%	-19%[10 µM]	-6%	3%	-16%	-2%
CCOC(=O)C1C(=O)C=C(c2cccc(NS(C)(=O)=O)c2)CC1c1ccco1 (stereo not drawn)
→ -7%	?	-28%[10 µM]	0%	5%	-6%	6%
COCCNC(=S)NNC(=O)CSCc1ccc(Cl)cc1Cl
→ ?	4%	-36%[inhibitor]	8%	5%	-26%	-1%
COc1cc(NC(=O)c2cccc(C)c2)c(OC)cc1NC(=O)CN1CCCCC1
→ 7%[9.22 µM]	6%	-5%[10 µM]	16%	3%	-7%	14%
Cc1cc(C(=O)N/N=C2\CCCC(=O)C2)c2ccccc2n1
→ -3%	2%	·	-1%	-2%	-3%	3%
COc1ccc(NC(=O)CSc2nnc(C3CCCCC3)n2-c2ccccc2)cc1
→ 10%	-3%	-7%	5%	-6%	-1%	8%[38.3 µM]
CC(C)[C@@H]1NC(=O)c2cc([N+](=O)[O-])cc(I)c2NCCC[C@@H](C(N)=O)NC(=O)[C@H](CO)NC1=O
→ 0%	5%	·	7%	-7%	10%	0%
COc1ccc(-n2c(C)cc(C(=O)COC(=O)Cn3cnc4ccccc43)c2C)cc1
→ ?	-10%	-1%[10 µM]	-1%	3%	2%	26%[38.3 µM]
N=C1/C(=C\c2ccc(-c3cc(Cl)cc(Cl)c3)o2)C(=O)N=C2SC=C(c3ccccc3)N12
→ -14%	-5%	-13%[10 µM]	29%	-3%	-2%	-9%
Cc1cc(C)cc(N=c2c([N+](=O)[O-])nn(-c3ccc4c(c3)OCCO4)n2O)c1
→ ?	-5%	-133%[inhibitor]	6%	1%	3%	1%
COc1ccc(S(=O)(=O)N2CCN(c3ccc4nnc(-c5ccc(F)cc5)n4n3)CC2)cc1
→ ?	-11%	11%	2%	4%	-5%	2%[38.3 µM]
CCOC(=O)c1c(C=O)c2sc(C)cc2n1C
→ 5%	-10%	0%[10 µM]	13%	-1%	-7%	1%
CN(c1cccnc1)c1ncnc2[nH]ncc12
→ 18%[9.22 µM]	-7%	-1%[10 µM]	-5%	8%	4%	·
CCOc1cc2c(C#N)c(N3CCCCC3)nc(N)c2c(N)n1
→ -32%	1%	-6%	39%[activator]	3%	14%	25%[38.3 µM]

From PubChem BioAssay
